From PubChem BioAssay
PGC1a acetyl inh: modulators of PGC1a acetylation | U2OS PGC1a acetylation, AlphaScreen anti-acetyl-lysine; with virally co-expressed GCN5 acetyltransferase | inhibition, % at 15.6 µM | 350,000 tested, 0.17% active | AID 651687;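 active = every replicate shows inhibition of at least 40%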;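 note: 0% = neutral control wells and 100% = positive control wells; some results beyond the cut were filed as inactive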
RAD54 branch: RAD54 (human) branch migration inhibition | RAD54 Holliday junction branch migration, FAM/BHQ fluorescence | inhibition, % at 10.4 µM | 360,000 tested, 0.14% active | Q92698;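 active = mean normalized replicate activity at least 40 and at least half of replicates scoring 40 or more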;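 note: 0% = median of neutral control wells and 100% = median of positive control wells; inhibitors cause a drop in the FAM fluorescence signal; in these data hits start at about 50%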
Target sequence (Q92698 whole entry, looked up): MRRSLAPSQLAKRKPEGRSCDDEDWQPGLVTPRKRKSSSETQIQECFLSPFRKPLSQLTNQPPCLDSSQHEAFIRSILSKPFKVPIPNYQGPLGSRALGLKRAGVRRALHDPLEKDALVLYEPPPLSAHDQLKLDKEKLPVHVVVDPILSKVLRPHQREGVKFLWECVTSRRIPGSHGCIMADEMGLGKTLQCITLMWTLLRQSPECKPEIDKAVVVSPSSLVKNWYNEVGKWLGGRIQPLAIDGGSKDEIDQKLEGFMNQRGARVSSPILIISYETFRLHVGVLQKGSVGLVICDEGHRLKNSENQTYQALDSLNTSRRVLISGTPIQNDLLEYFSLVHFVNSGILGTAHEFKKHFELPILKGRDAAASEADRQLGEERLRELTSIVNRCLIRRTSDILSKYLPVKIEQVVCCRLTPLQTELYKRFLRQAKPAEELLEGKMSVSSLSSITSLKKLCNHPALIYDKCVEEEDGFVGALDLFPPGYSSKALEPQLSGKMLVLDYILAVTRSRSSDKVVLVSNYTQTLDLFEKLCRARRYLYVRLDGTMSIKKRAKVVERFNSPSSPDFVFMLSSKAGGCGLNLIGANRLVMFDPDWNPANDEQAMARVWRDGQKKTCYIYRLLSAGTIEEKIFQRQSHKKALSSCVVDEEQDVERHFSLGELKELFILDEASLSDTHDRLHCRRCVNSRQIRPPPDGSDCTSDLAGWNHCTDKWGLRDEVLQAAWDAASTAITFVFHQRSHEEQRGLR
RAD52 anneal inh: inhibitors of human RAD52 DNA annealing. P43351. recombinant RAD52 DNA annealing, FRET fluorescence. inhibition, % at 18.7 µM. 360,000 tested, 0.46% active. AID 651710;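 active = every replicate showing at least 50% inhibition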
miR122 inh: miR-122 inhibition in Huh7 cells; Huh7 miR-122 Renilla luciferase sensor, 48 h; neutral wells = 0, positive control = 100; activation (reporter increase), % at 12.5 µM; 340,000 tested, 0.3% active; AID 602342;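 active = mean replicate activation score at least 90 and every replicate individually at or above 90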;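 note: higher luciferase means less miR-122 activity so hits act as miR-122 inhibitors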
ERAP1 HTS inh: blocks human ERAP1 aminopeptidase activity; recombinant ERAP1, Leu-AMC fluorescence, 60 min; inhibition, % at 10.7 µM; 340,000 tested, 0.15% active;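 active = mean replicate inhibition of at least 30%, or all replicates individually reaching that 30% level; inactive = mean below 30% and not every replicate reaching it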;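 note: 0% = neutral control wells and 100% = L-leucinethiol positive control wells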
E-sel inducer: E-selectin induction on HUVECs. activation, % at 7.58 µM. 260,000 tested, 0.37% active. HUVEC E-selectin immunofluorescence imaging; normalized: neutral wells 0, TNF-alpha wells 100. P16581;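 active = mean E-selectin-positive cell signal at least 10% of the positive control, reached in at least 60% of replicates, without over 20% cell loss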;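 note: in these data hits start at about 27%; measured in HUVEC primary endothelial cells; signal is the percent of cells scored E-selectin positive by PE staining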
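Material: HUVEC primary endothelial cells; Amount: 3,000 cells per well; Dosing: single concentration; Medium: EGM-2 growth medium on 0.1% gelatin-coated wells; Read-out basis: percent E-selectin-positive cells; Signal: immunofluorescence imaging; Control set: TNF-alpha, DMSO.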
Cneo AK release: Cryptococcus neoformans lysis via adenylate kinase release; C. neoformans lysis, adenylate kinase release luminescence, 4 h; normalised: neutral wells 0, clomiphene wells 100; lysis activity, % at 15 µM; 360,000 tested, 0.2% active;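 active = mean lysis activity across replicates of at least 80%, whatever share of replicates individually reach that level; inactive = mean lysis activity below 80%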
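Material: C. neoformans cells | Amount: Yeast cell density of 5 × 10^6 cells/mL | Medium: Fresh YPD growth medium | Dosing: Single dose | Times: Static 4 h at 37 °C with compound, 1 h detection | Detection: AK luminescence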
PglD DTNB: inhibitors of Campylobacter jejuni PglD acetyltransferase; purified PglD enzyme, DTNB colorimetric CoA detection; inhibition, % at 12.5 µM; 360,000 tested, 0.098% active; AID 602405; in the data active = inhibition above about 16%, passing the limit was not always enough; note: strong numbers were not always called active
An asterisk follows results filed as active; [ ] = remark or other dose.

CC(C)Oc1ccc(C(=O)NCC(=O)Nc2ccc3c(c2)CCC3)cc1 was read as PGC1a acetyl inh -6, RAD54 branch -8, RAD52 anneal inh -7, miR122 inh -13, ERAP1 HTS inh -4, Cneo AK release 0 and PglD DTNB 4.
Screening O=S(=O)(c1cccc(-c2nnc(SCc3ccc(Cl)cc3)o2)c1)N1CCCCC1 returned PGC1a acetyl inh 14, RAD54 branch -14, miR122 inh -1, Cneo AK release -1 and PglD DTNB -1.
`CC1CCCN(C(=O)c2cccc(S(=O)(=O)Nc3cc(C(F)(F)F)ccc3Cl)c2)C1` (stereo not given) gave PGC1a acetyl inh 2, RAD54 branch 5, RAD52 anneal inh -23, miR122 inh 4, ERAP1 HTS inh 2, Cneo AK release -3 and PglD DTNB 4.
`CCS(=O)(=O)N1CCN(C(=O)c2cccs2)CC1` gave PGC1a acetyl inh 13, RAD54 branch 19, miR122 inh 0, Cneo AK release -3 and PglD DTNB 6.
Screening Cc1cnc(NC(=O)c2ccc(F)c(S(=O)(=O)N3CCOCC3)c2)s1 returned PGC1a acetyl inh 4, RAD54 branch 4, RAD52 anneal inh -9, miR122 inh -2, ERAP1 HTS inh 1, Cneo AK release -1 and PglD DTNB 8.
CCC(=O)Nc1ccc2c(c1)C(=O)N(C)[C@@H]1CC[C@H](CC(=O)NCc3ccccc3Cl)O[C@@H]1CO2 was read as PGC1a acetyl inh -9, RAD54 branch -6, RAD52 anneal inh -1, miR122 inh -1[16.7 µM], ERAP1 HTS inh 0, E-sel inducer 0.0, Cneo AK release 0 and PglD DTNB -1.
`COc1ccccc1/C=C/CN1CCC(Oc2ccc(C(=O)N3CCCC3)cc2)CC1` gave PGC1a acetyl inh -6, RAD54 branch -4, RAD52 anneal inh -9, miR122 inh -5, ERAP1 HTS inh 0, E-sel inducer 0.6, Cneo AK release 0 and PglD DTNB 2.
For O=C(Nc1nnc([C@H]2C[C@H](O)[C@@H](CO)O2)s1)c1cccc(Cl)c1 the results were RAD54 branch -7, RAD52 anneal inh -4, miR122 inh 9, ERAP1 HTS inh 2, E-sel inducer 0.0, Cneo AK release -1 and PglD DTNB 3.
For CCC(C)[C@H](NC(=O)C1CC(=O)N(c2ccc(OC)cc2)C1)C(=O)NC1CCCC1 (stereo not given in full) the results were PGC1a acetyl inh -7, RAD54 branch -1, RAD52 anneal inh 1, miR122 inh -3, ERAP1 HTS inh 0, Cneo AK release 8 and PglD DTNB -2.
Screening COc1ccc(S(=O)(=O)N(C)C[C@H]2Oc3ccc(NC(=O)CCC(F)(F)F)cc3CC(=O)N([C@H](C)CO)C[C@H]2C)cc1 returned PGC1a acetyl inh -5, RAD54 branch 4, RAD52 anneal inh 14, miR122 inh -2[16.7 µM], ERAP1 HTS inh -2, E-sel inducer 1.2, Cneo AK release 1 and PglD DTNB 5.
`C[C@H](CO)N1C[C@H](C)[C@H](CN(C)C(=O)CCC(F)(F)F)OCCCC[C@H](C)Oc2ccc(NC(=O)NC3CCCCC3)cc2C1=O` gave PGC1a acetyl inh 9, RAD54 branch 0, RAD52 anneal inh 8, miR122 inh 6[16.7 µM], ERAP1 HTS inh 1, E-sel inducer 1.2, Cneo AK release -1 and PglD DTNB 2.
Screening CSC1=C(C#N)C(=O)NC(c2ccc(Cl)cc2)S1 (stereo not given) returned PGC1a acetyl inh -5, RAD54 branch 3, RAD52 anneal inh -8, miR122 inh -6, ERAP1 HTS inh 9, E-sel inducer -0.1, Cneo AK release -4 and PglD DTNB -7.
For CCCCC(=O)NC(c1ccc(Cl)cc1)c1ccc2cccnc2c1O (stereo not given) the results were PGC1a acetyl inh 9, RAD54 branch -3, RAD52 anneal inh -2, miR122 inh -10, ERAP1 HTS inh 2, E-sel inducer 0.2, Cneo AK release 4 and PglD DTNB 2.
For Cc1cc2cc(CNS(=O)(=O)c3ccc4ccccc4c3)ccc2n1C the results were RAD54 branch 4, RAD52 anneal inh -3, ERAP1 HTS inh 4, Cneo AK release -3 and PglD DTNB -1.
Screening Cc1cccc(OCC(=O)N/N=C/c2ccccc2C(=O)O)c1 returned PGC1a acetyl inh -13, RAD52 anneal inh -17, miR122 inh -4, ERAP1 HTS inh -3 and E-sel inducer 7.9.
Screening COc1ccccc1OCC(=O)N/N=C(\C)c1ccc2ccccc2c1 returned RAD54 branch 10, RAD52 anneal inh -5, miR122 inh 14, ERAP1 HTS inh -5, Cneo AK release 0 and PglD DTNB 1.
CC(=O)Nc1ccc(C2=NN(c3ccccc3)C(c3ccccc3)C2)cc1 (stereo not given) was read as PGC1a acetyl inh 12, RAD54 branch 1, RAD52 anneal inh -29, miR122 inh -11, ERAP1 HTS inh -2, E-sel inducer 0.3, Cneo AK release -6 and PglD DTNB -3.
O=C(Nc1ccnn1C1CCN(Cc2c[nH]c3ccccc23)CC1)c1ccccc1 was read as PGC1a acetyl inh -4, RAD54 branch -4, RAD52 anneal inh -3, miR122 inh -1, ERAP1 HTS inh -2, Cneo AK release -2 and PglD DTNB -1.
Screening C[C@@H]1CN([C@@H](C)CO)C(=O)Cc2cc(NS(=O)(=O)c3ccc(Cl)cc3)ccc2O[C@H]1CN(C)S(=O)(=O)c1cn(C)cn1 returned PGC1a acetyl inh 10, RAD54 branch -6, RAD52 anneal inh -4, miR122 inh 2[16.7 µM], ERAP1 HTS inh 5, E-sel inducer -0.2, Cneo AK release -1 and PglD DTNB -7.
C[C@@H]1CN([C@@H](C)CO)C(=O)c2cc(NC(=O)Cc3cn(C)c4ccccc34)ccc2O[C@H]1CN(C)S(C)(=O)=O was read as PGC1a acetyl inh 12, RAD54 branch -13, RAD52 anneal inh -2, miR122 inh 5[16.7 µM], ERAP1 HTS inh -1, E-sel inducer 0.1, Cneo AK release 4 and PglD DTNB -3.

3 entries from above, ordered by molecular weight, largest number first:
`COc1ccccc1/C=C/CN1CCC(Oc2ccc(C(=O)N3CCCC3)cc2)CC1` gave PGC1a acetyl inh -6, RAD54 branch -4, RAD52 anneal inh -9, miR122 inh -5, ERAP1 HTS inh 0, E-sel inducer 0.6, Cneo AK release 0 and PglD DTNB 2.
For CCC(C)[C@H](NC(=O)C1CC(=O)N(c2ccc(OC)cc2)C1)C(=O)NC1CCCC1 (stereo not given in full) the results were PGC1a acetyl inh -7, RAD54 branch -1, RAD52 anneal inh 1, miR122 inh -3, ERAP1 HTS inh 0, Cneo AK release 8 and PglD DTNB -2.
Screening Cc1cccc(OCC(=O)N/N=C/c2ccccc2C(=O)O)c1 returned PGC1a acetyl inh -13, RAD52 anneal inh -17, miR122 inh -4, ERAP1 HTS inh -3 and E-sel inducer 7.9.

(continued)
Screening CSc1nnc(-c2cc3ccccc3cc2O)n1C returned PGC1a acetyl inh 4, RAD54 branch -10, miR122 inh 3, Cneo AK release 2 and PglD DTNB 3.
Screening O=C(CCS(=O)(=O)c1ccccc1)NCc1ccccc1 returned PGC1a acetyl inh -6, RAD54 branch -13, RAD52 anneal inh -8, miR122 inh 0, ERAP1 HTS inh -3, E-sel inducer 3.5, Cneo AK release 1 and PglD DTNB -1.
`Nn1c(CSc2nc3ccccc3o2)nnc1CSc1nc2ccccc2o1` gave RAD54 branch 11, miR122 inh -2, Cneo AK release -1 and PglD DTNB -16.
CCN(CC)CCNC(=O)c1c(O)c2c([nH]c1=O)CCCC2 was read as RAD54 branch 7, RAD52 anneal inh -6, miR122 inh 6, ERAP1 HTS inh 9, Cneo AK release 0 and PglD DTNB 5.
C=CCN(C(=O)Nc1ccc(OC)cc1)c1nnc(-c2ccncc2)s1 was read as PGC1a acetyl inh -47, RAD54 branch 6, RAD52 anneal inh -15, miR122 inh -25, ERAP1 HTS inh 1, Cneo AK release -1 and PglD DTNB 7.
Screening C[C@@H]1CN([C@H](C)CO)C(=O)Cc2cc(NC(=O)CCC(F)(F)F)ccc2O[C@@H]1CN(C)Cc1ccc(C(=O)Nc2ccccc2N)cc1 returned PGC1a acetyl inh -1, RAD54 branch -1, RAD52 anneal inh -6, miR122 inh 3[16.7 µM], ERAP1 HTS inh 0, Cneo AK release -1 and PglD DTNB -3.
`N#CC1=C(N)Oc2n[nH]c(-c3ccc(F)cc3)c2C1c1cccnc1` (stereo not given) gave PGC1a acetyl inh 0, RAD54 branch -2, miR122 inh -3, Cneo AK release 0 and PglD DTNB -2.
Screening Cc1noc(C)c1NC(=O)Nc1cccc2c1O[C@@H](CN(C)C(=O)Nc1ccc(C(F)(F)F)cc1)[C@H](C)CN([C@@H](C)CO)C2=O returned PGC1a acetyl inh -5, RAD54 branch -1, RAD52 anneal inh -6, miR122 inh 1[16.7 µM], ERAP1 HTS inh 2, E-sel inducer 0.0, Cneo AK release 2 and PglD DTNB -1.
Screening CNC[C@H]1OCCCC[C@@H](C)Oc2ccc(NC(=O)CCC(F)(F)F)cc2C(=O)N([C@H](C)CO)C[C@H]1C returned PGC1a acetyl inh 1, RAD54 branch -1, RAD52 anneal inh -105, miR122 inh 10[16.7 µM], ERAP1 HTS inh -1, E-sel inducer 0.0, Cneo AK release 1 and PglD DTNB -1.
Screening CC(C)(C)c1ccc2cccc(F)c2n1 returned PGC1a acetyl inh 4, RAD54 branch 8, RAD52 anneal inh -11, miR122 inh 9, ERAP1 HTS inh -1, E-sel inducer -1.7, Cneo AK release 0 and PglD DTNB 1.
`CC(=O)c1cnc(Nc2ccc(C)cc2)s1` gave PGC1a acetyl inh 1, RAD52 anneal inh -8, ERAP1 HTS inh -4 and E-sel inducer 3.4.
For Cc1cccc(NC(=O)CNC(=O)Cn2cc(C(F)(F)F)cc(Cl)c2=O)c1C the results were RAD54 branch 1, RAD52 anneal inh 13, miR122 inh -6, ERAP1 HTS inh 21, E-sel inducer 0.1, Cneo AK release 5 and PglD DTNB -7.
For CC(C)CNC(=O)CSc1nc2scc(-c3ccccc3)c2c(=O)[nH]1 the results were PGC1a acetyl inh 5, RAD54 branch -10, RAD52 anneal inh -30, miR122 inh -4, ERAP1 HTS inh 2, Cneo AK release -5 and PglD DTNB 0.
Screening Cc1csc(C(=O)O)c1NC(=O)c1cccc([N+](=O)[O-])c1 returned PGC1a acetyl inh 20, RAD52 anneal inh -10, miR122 inh 2 and ERAP1 HTS inh 4.
CCC1(C(=O)OC)NC(c2ccco2)C2C(=O)N(c3ccc(C)cc3)C(=O)C21 (stereo not given) was read as PGC1a acetyl inh 9, RAD54 branch -13, miR122 inh -2, Cneo AK release -1 and PglD DTNB 2.
O=C(c1cccc(Cl)c1)N1CCCC(C(=O)N2CCN(c3ccccc3)CC2)C1 (stereo not given) was read as PGC1a acetyl inh -2, RAD54 branch -7, RAD52 anneal inh -1, miR122 inh -5, ERAP1 HTS inh 2, E-sel inducer -0.1, Cneo AK release 1 and PglD DTNB -5.
CCO[C@@H]1OC(C(=O)N2CCN(C)CC2)=C[C@H](C2CCCCC2)[C@H]1CCCO was read as PGC1a acetyl inh -1, RAD54 branch 13, RAD52 anneal inh -10, miR122 inh 1, ERAP1 HTS inh 11, E-sel inducer -0.1, Cneo AK release -2 and PglD DTNB 5.
`CN(C)CC(=O)Nc1ccc2c(c1)[C@H]1C[C@@H](CC(=O)N3CCc4ccccc4C3)O[C@H](CO)[C@H]1O2` gave PGC1a acetyl inh 4, RAD54 branch 20, RAD52 anneal inh 9, miR122 inh -3[16.7 µM], ERAP1 HTS inh 0, E-sel inducer -0.2, Cneo AK release -2 and PglD DTNB -2.
`COc1ccc(CN2CC(C(=O)NCCCN3CCCCC3)CC2=O)cc1` (stereo not given) gave PGC1a acetyl inh 4, RAD54 branch 14, RAD52 anneal inh -15, miR122 inh -7, ERAP1 HTS inh 0, Cneo AK release -2 and PglD DTNB 1.
